PG9 Ab binder = PG9 antibody binding by small molecule | TR-FRET gp120-PG9 antibody binding | inhibition, % at 6.7 µM | AID 624416 | hit rate 0.43% among 360,000; in the data active = inhibition above about 8.5%
UHRF1 binding = human UHRF1 methylated DNA binding inhibitors; Q96T88; UHRF1 binding to methylated oligo, TR-FRET; inhibition, % at 4.4 µM; hit rate 0.75% among 370,000; AID 687016; in the data active = inhibition above about 21%;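 also: UHRF1 SRA domain binding a hemimethylated CpG hairpin DNA probe; 0% = median of test compound wells and 100% = reference inhibitor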
SIAE inh = human SIAE inhibition, primary screen. inhibition, % at 9.66 µM. hit rate 0.69% among 370,000. AID 1053197. SIAE FP-Rh probe binding, fluorescence polarization. Q9HAT2;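 active = inhibition above a cutoff: mean of compounds within the control limits plus 3 SD of those, cut at about 17% in these data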;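 also: 0% = plate median of compound wells and 100% = probe without SIAE protein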
HTRA1 inhibitor = inhibitors of human serine peptidase HTRA1. Q92743. recombinant HTRA1, FP-rhodamine activity-based probe, fluorescence polarization. inhibition, % at 5.96 µM. hit rate 0.5% among 340,000; in the data active = inhibition above about 36%;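 also: 0% = enzyme with DMSO and 100% = wells lacking enzyme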
TCR-CD3 inh = human TCR-CD3 binding inhibition; inhibition, % at 9.4 µM; hit rate 0.37% among 360,000; TAMRA-labeled TCR probe fluorescence, biochemical; in the data active = inhibition above about 19%;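 also: recombinant mutant TCR 2C K166C tagged with TAMRA read by polarization; 0% = receptor in buffer alone and 100% = receptor with positive control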
LEDGF integ inh = blocks HIV-1 LEDGF/p75-dependent DNA integration | inhibition, % at 3.7 µM | AID 743269 | hit rate 0.64% among 370,000 | TR-FRET IN-LEDGF/p75 DNA integration, Eu/Cy5;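 active = inhibition above the screen-wide mean plus 3 SD, cut at about 13% in these data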;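 also: signal is the Cy5 over europium emission ratio at 671 and 618 nm; 0% = plate median of compound wells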
Tn7 DDE FP = inhibitors of Tn7 peptide binding to human fibrin DD(E); FP displacement of FITC-Tn7 peptide from fibrin DD(E); 0% = median of compound wells per plate; AID 720508; hit rate 0.13% among 370,000; inhibition, % at 8.3 µM;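 active = inhibition above the mean of compounds falling within the control limits plus 3 SD of them, cut at about 14% in these data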;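 also: 0% = plate median of compound wells and 100% = 10 µM Aha-Tn7 peptide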
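assay system = human clot-derived fibrin DD(E) complex | quantity = Fibrin-DD(E) at 2 µM final | timing = 10 min preincubation, 3 h with tracer, room temperature | signal = fluorescence polarization | measure = percent inhibition | benchmarks = high control wells with 10 µM unlabelled Aha-Tn7 peptide (full inhibition) | replicates = singlicate testing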
mABHD4 FP = inhibitors of mouse ABHD4; purified mABHD4, FP-Rh probe fluorescence polarization; hit rate 0.54% among 370,000; inhibition, % at 8.92 µM;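 active = inhibition exceeding the mean over every tested compound plus 3 SD, cut at about 30% in these data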;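 also: 0% = plate median of compound wells and 100% = S159A mutant with DMSO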
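Material: mouse ABHD4 enzyme, wild type; Benchmarks: S159A mutant high control, sample median low control; Buffer or medium: HEPES pH 7.0, NaCl, Pluronic buffer; Signal: fluorescence polarization; Read-out: percent inhibition of probe binding, normalized to plate controls; Timing: pre-incubation 45 min, probe exposure 60 min, at 25 °C; Dosing: 8.92 µM, single dose.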
PRMT1 inh = inhibitors of human PRMT1; inhibition, % at 2.79 µM; Q99873; recombinant PRMT1, activity-based probe fluorescence polarization; hit rate 1.3% among 370,000;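 active = inhibition above about 21% made by adding two undisclosed values, limit read from the data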
TDP2 absorb = blocks human TDP2 phosphodiesterase activity | O95551 | hit rate 0.34% among 370,000 | inhibition, % at 12.8 µM | recombinant TDP2, T5PNP hydrolysis, p-nitrophenol absorbance 415 nm;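 active = inhibition above the mean of all tested compounds plus 3 SD, set per campaign, cut at about 25% in these data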;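 also: 0% = DMSO with enzyme and 100% = buffer with substrate but no TDP2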
Target sequence (O95551 whole entry, looked up): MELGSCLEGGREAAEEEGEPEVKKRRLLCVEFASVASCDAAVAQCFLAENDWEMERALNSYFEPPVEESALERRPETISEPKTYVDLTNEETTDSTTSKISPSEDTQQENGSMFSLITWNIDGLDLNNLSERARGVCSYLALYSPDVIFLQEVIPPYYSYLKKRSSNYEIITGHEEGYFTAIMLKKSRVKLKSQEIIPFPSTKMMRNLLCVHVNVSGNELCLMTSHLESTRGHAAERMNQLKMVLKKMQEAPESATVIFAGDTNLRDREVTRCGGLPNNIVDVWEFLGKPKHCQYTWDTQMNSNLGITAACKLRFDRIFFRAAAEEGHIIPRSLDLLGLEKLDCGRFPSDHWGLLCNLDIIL
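Assay system: Recombinant human TDP2 | Quantity: 120 nM TDP2 per well | Incubation: 2 h at 37 °C | Signal: Epi absorbance | Evaluation: Percent inhibition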
Active calls of the source: *; . = no result given. An unsorted share of the library (roughly 4.2% active in at least one column).

SMILES	PG9 Ab binder	UHRF1 binding	SIAE inh	HTRA1 inhibitor	TCR-CD3 inh	LEDGF integ inh	Tn7 DDE FP	mABHD4 FP	PRMT1 inh	TDP2 absorb
Cc1c(N)cccc1[N+](=O)[O-]	-1.4	1	13	3	-11	-4	-1	7	5	11
Nc1nc2c(ncn2COCCO)c(=O)[nH]1	0.9	3	0	1	-3	6	8	-10	-7	-20
COc1ccc(N2CCCC2=N)c(OC)c1	-0.5	-1	7	4	3	1	7	4	-1	10
Cc1cccc(C(=O)Oc2cccc3c(O)cccc23)c1	1.0	-3	7	-11	3	-2	-4	-9	-3	-4
COC(=O)CCCC(=O)NC(C)c1cnn(-c2ccccc2C)c1C (stereo not given)	1.2	1	-3	0	-1	-2	5	-2	0	-2
CCOc1ccc(-n2ccnc2SCC(=O)N2CCCc3ccccc32)cc1	0.3	4	-2	-5	-2	-2	2	-2	2	-4
COCCNS(=O)(=O)c1ccc(-c2ccc(Cl)cc2)cc1	-0.5	2	-1	1	4	0	-1	-3	-2	5
CCN1CCN(C(=O)c2c(-c3c(F)cccc3Cl)noc2C)CC1	-1.9	0	-3	4	0	2	-2	8	-3	2
CCCOc1nc2c(c(=O)n(C)c(=O)n2C)n1C	0.1	-2	1	6	9	0	-1	5	-1	-8
CC(C)(C)n1nc2c(c1NC(=O)c1ccccc1F)CS(=O)C2 (stereo not given)	1.0	2	3	7	2	4	4	2	1	4
O=C(CNS(=O)(=O)c1ccccc1)NNC(=O)C(Cl)Cl	0.5	0	9	3	-2	0	2	4	2	0
CC1(C)CC(=O)C=C(Nc2ccc(O)c(C(=O)O)c2)C1	0.2	-5	5	12	6	1	-5	10	4	25*
COc1ccc(Cl)cc1NC(=O)CN1CCN(S(=O)(=O)N2CCOCC2)CC1	-1.1	2	7	0	-4	3	6	0	-1	14
COc1ccc(NC(=O)N(C)C[C@@H]2OCCCC[C@@H](C)Oc3ccc(NC(=O)NC4CCCCC4)cc3C(=O)N([C@H](C)CO)C[C@@H]2C)cc1	-0.9	-2	4	.	5	-2	1	-7	2	0
CC(Sc1n[nH]c(=O)n1Cc1ccccc1)C(=O)NCC1CCCO1 (stereo not given)	-0.6	1	-4	-2	4	1	-3	3	1	1

Compound profiles (already shown). Order of values: PG9 Ab binder	UHRF1 binding	SIAE inh	HTRA1 inhibitor	TCR-CD3 inh	LEDGF integ inh	Tn7 DDE FP	mABHD4 FP	PRMT1 inh	TDP2 absorb
COCCNS(=O)(=O)c1ccc(-c2ccc(Cl)cc2)cc1 as listed: -0.5	2	-1	1	4	0	-1	-3	-2	5
CC(C)(C)n1nc2c(c1NC(=O)c1ccccc1F)CS(=O)C2 (stereo not given) as listed: 1.0	2	3	7	2	4	4	2	1	4
O=C(CNS(=O)(=O)c1ccccc1)NNC(=O)C(Cl)Cl as listed: 0.5	0	9	3	-2	0	2	4	2	0
CC1(C)CC(=O)C=C(Nc2ccc(O)c(C(=O)O)c2)C1 as listed: 0.2	-5	5	12	6	1	-5	10	4	25*

Limited to HTRA1 inhibitor and UHRF1 binding, for six of the compounds above:
| structure | HTRA1 inhibitor | UHRF1 binding |
| --- | --- | --- |
| COc1ccc(N2CCCC2=N)c(OC)c1 | 4 | -1 |
| Cc1cccc(C(=O)Oc2cccc3c(O)cccc23)c1 | -11 | -3 |
| COC(=O)CCCC(=O)NC(C)c1cnn(-c2ccccc2C)c1C (stereo not given) | 0 | 1 |
| CCOc1ccc(-n2ccnc2SCC(=O)N2CCCc3ccccc32)cc1 | -5 | 4 |
| COCCNS(=O)(=O)c1ccc(-c2ccc(Cl)cc2)cc1 | 1 | 2 |
| CCN1CCN(C(=O)c2c(-c3c(F)cccc3Cl)noc2C)CC1 | 4 | 0 |

Going on with the list:
SMILES	PG9 Ab binder	UHRF1 binding	SIAE inh	HTRA1 inhibitor	TCR-CD3 inh	LEDGF integ inh	Tn7 DDE FP	mABHD4 FP	PRMT1 inh	TDP2 absorb
Cc1cc(C)n(CCNC(=O)C2CCC(=O)N(CC3CCCCC3)C2)n1 (stereo not given)	0.5	2	4	0	-3	-4	-2	-9	8	-8
COCCCNC(=S)N(CCCO)Cc1cc2cc3c(cc2[nH]c1=O)OCO3	-0.6	1	-6	-1	-2	-3	-1	-1	1	9
Cc1ccc(Cn2nc(C)c(NC(=O)c3noc4c3CCCCC4)c2C)cc1	-0.6	-2	8	0	3	3	-3	-2	1	-6
O=C1/C(=C/c2cccc(F)c2)Oc2cc(O)ccc21	-4.4	-6	-3	0	4	3	4	-3	17	-18
CCN(CC)S(=O)(=O)c1cccc(N=NC2=C(O)CCCC2=O)c1	1.7	9	16	16	7	-2	-3	24	0	2
CC(=O)c1ccc(OCCCC(=O)Nc2cccc(S(=O)(=O)N3CCCCC3)c2)cc1	0.7	-2	6	0	-3	0	2	-6	0	1
O=C(CSc1nc(C2CC2)nc2sc3c(c12)CCCC3)NCc1ccco1	0.5	-1	-3	-3	-4	-1	1	-5	-1	9
CC(C)(C)c1ccc(C(=O)Nc2cnccn2)cc1	1.6	0	1	2	2	4	2	3	3	3
